PI4K2A block: inhibitors of human PI4K2A. Q9BTU6. purified PI4K2A, ADP-Glo luminescence, 1 h; active compounds read low. activity change, negative = inhibition, % at 76.9 µM. 420,000 tested, 0.13% active. AID 1346378; in the data active = activity change below about -50%; inconclusive = mostly about -30% to -49%;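 note: -100% = wells without enzyme as full effect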
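ADP-Glo luminescence measured ADP generated by PI4K2A enzyme (4 ug/mL before mixing) with 1.2 mM PI substrate (pre-mix) and 300 microM ATP (pre-mix). Tris pH7.5 buffer with MgCl2, Triton X-100; 1 h reaction at ambient temperature.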
Vif-A3G inh: inhibitors of Vif-APOBEC3G interaction; Q9HC16; 410,000 tested, 0.076% active; AID 602310; Potency, µM (highest dose often 46.1 µM), inactives show top-dose activity, negative = active, actives largely listed as inhibitors; HeLa A3G-eYFP + Vif (tagged APOBEC3G with the HIV-1 protein that degrades it), YFP fluorescence, overnight;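 note: potency is the fitted concentration of half-maximal effect; % is set by controls: 0 for no effect and ±100 for the full control effect; nearly all actives have a fitted effect of over 60% in size; hits raise eYFP signal because A3G escapes Vif-driven loss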
Target sequence (Q9HC16 whole entry, looked up): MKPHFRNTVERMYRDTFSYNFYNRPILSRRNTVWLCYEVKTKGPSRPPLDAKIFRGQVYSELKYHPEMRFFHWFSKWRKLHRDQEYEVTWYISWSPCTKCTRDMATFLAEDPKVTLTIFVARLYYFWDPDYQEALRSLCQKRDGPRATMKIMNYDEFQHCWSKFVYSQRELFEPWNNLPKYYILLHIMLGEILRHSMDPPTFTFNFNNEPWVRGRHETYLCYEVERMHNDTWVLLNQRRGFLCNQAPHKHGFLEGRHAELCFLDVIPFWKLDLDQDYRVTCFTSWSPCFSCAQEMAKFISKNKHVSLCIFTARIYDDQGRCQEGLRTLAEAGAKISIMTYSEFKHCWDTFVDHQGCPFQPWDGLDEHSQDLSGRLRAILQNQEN
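Read-out is eYFP fluorescence (Ex 488/Em 500-530) from Vif-expressing HeLa A3G-eYFP cells; more signal means A3G escaped Vif-mediated degradation. Cells plated overnight, compound pinned in, incubated overnight at 37 deg C.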
Glioma ERSR ind: ER stress response induction in glioma | U87-MG GRP78 promoter luciferase reporter, 16 h | Potency, µM, without a hit: at the top dose activation, hits mostly activators | 420,000 tested, 0.02% active | AID 602332; note: potency is the fitted concentration of half-maximal effect; series mostly up to about 76 µM; % of control where 0% means no effect; nearly all actives have a fitted effect of over 35% in size
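Stably transfected U87-MG human glioma cells carrying a GRP78-based luminescent sensor were seeded at 1000 cells/well, pin-dosed with compounds and incubated 16 h. Luciferase reagent was then added, and end-point luminescence was read after 10 min at room temperature.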
TrxR1 substrate: is turned over as a substrate by rat TrxR1; O89049; purified TrxR1 substrate turnover, NADPH consumption readout; Potency, µM (highest dose often 114 µM), for the others: top-dose activity change, negative = substrate turnover; 390,000 tested, 0.01% active; AID 588456; note: potency is the fitted concentration of half-maximal effect; % is set by controls: 0 for no effect and ±100 for the full control effect; nearly all actives have a fitted effect of over 50% in size
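Rat TrxR1, dispensed at 90 nM, was prereduced with 400 uM NADPH (final) for 5 min at ~22 deg C, then incubated with compound 15 min before 400 uM selenite. A first-read NADPH fluorescence drop versus no-compound background flagged substrates.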
LDHA block: inhibitors of human lactate dehydrogenase A | P00338 | purified LDHA, NADH/diaphorase-resazurin fluorescence; active compounds read low | activity change, % (values are at about 110 or 230 µM) | 480,000 tested, 0.15% active | AID 1347041; in the data active = activity change below about -30%; inconclusive = mostly about -25% to -30%;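 note: plate controls were DMSO wells for no effect and wells without enzyme for full effect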
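Human LDH5 (2 nM) was incubated with 0.06 mM NADH and 0.2 mM pyruvate for 5 min at room temperature in Tris pH 7.4. Remaining NADH was coupled through diaphorase/resazurin, and resorufin fluorescence was read at 0 and 20 min.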
Vif-A3F inh: inhibitors of Vif-A3F interaction | HeLa A3F-eYFP + Vif (tagged APOBEC3F with the HIV-1 protein that degrades it), YFP fluorescence increase | Potency, µM (series often up to 46.1 µM), inactives show at the highest dose activity, negative = active | 390,000 tested, 0.2% active | AID 602313; note: potency is the fitted concentration of half-maximal effect; % of control where 0% means no effect; nearly all actives have a fitted effect of over 65% in size
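HeLa cells stably expressing A3F-eYFP plus Vif, plated and incubated overnight at 37 deg C, then exposed to compounds overnight at 37 deg C. Blocked degradation read as raised yellow fluorescence (Ex 488/Em 500-530).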
USP1-UAF1 inh: USP1/UAF1 (human) deubiquitinase inhibition | recombinant USP1/UAF1, Ub-Rhodamine cleavage fluorescence | Potency, µM (highest dose often 57.1 µM), inactives show at the highest dose activity change, negative = inhibition, actives largely listed as inhibitors | 390,000 tested, 0.23% active; note: potency is the fitted concentration of half-maximal effect; % is set by controls: 0 for no effect and ±100 for the full control effect; nearly all actives have a fitted effect of over 60% in size; inactives centre near -12
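USP1/UAF1 complex (1 nM) preincubated 15 min at room temperature with compound, then Ub-Rho substrate (150 nM final) added. Kinetic fluorescence at 480/540 nm over 6 reads at 60 s intervals; 50 mM HEPES pH 7.8, 0.5 mM EDTA, 0.1 mg/ml BSA, 1 mM TCEP, 0.01% Tween-20.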
RXFP1 agonist: activates the human relaxin receptor RXFP1; Q9HBX9; HEK293T-RXFP1 cAMP TR-FRET, 30 min; response scale: percent of porcine relaxin response, buffer zero; Potency, µM (titrated, usually from 57.5 µM), without a hit: at the top dose activation, usual class: activators; 370,000 tested, 0.3% active; AID 2676; note: potency is the fitted concentration of half-maximal effect; % is set by controls: 0 for no effect and ±100 for the full control effect; nearly all actives have a fitted effect of over 60% in size; many of its hits are not listed in these tables
Target sequence (Q9HBX9 whole entry, looked up): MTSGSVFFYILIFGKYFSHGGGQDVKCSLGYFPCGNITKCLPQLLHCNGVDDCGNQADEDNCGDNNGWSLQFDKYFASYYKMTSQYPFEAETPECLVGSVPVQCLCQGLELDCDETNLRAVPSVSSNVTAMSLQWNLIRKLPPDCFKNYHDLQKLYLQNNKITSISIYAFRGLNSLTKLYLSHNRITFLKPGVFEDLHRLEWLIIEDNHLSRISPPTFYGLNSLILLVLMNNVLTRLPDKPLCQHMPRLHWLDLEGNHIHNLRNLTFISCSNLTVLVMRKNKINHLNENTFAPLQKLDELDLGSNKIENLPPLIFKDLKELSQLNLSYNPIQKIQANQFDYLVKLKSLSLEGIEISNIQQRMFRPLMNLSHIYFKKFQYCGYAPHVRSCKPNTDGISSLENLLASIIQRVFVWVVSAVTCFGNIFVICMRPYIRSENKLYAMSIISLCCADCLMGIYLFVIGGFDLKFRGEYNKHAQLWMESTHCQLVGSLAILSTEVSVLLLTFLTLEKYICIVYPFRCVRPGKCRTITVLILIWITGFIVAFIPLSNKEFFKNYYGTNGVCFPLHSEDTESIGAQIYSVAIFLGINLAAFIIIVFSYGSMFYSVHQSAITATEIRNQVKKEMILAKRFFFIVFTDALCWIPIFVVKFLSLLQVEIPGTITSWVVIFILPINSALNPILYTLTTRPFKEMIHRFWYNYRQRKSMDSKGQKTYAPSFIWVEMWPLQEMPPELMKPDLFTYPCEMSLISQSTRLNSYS
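Agonist response is measured as cAMP accumulation in an RXFP1-transfected HEK293T line under PDE4 inhibition. Values are scaled between buffer-only and 29 nM porcine relaxin, and EC50s come from standard Hill equation fits.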
mIDH1 inhibitor: inhibitors of human mutant IDH1 R132H; O75874; IDH1-R132H enzyme, NADPH consumption, diaphorase/resazurin fluorescence; Potency, µM (doses to about 76.6 µM), for inactives: at the highest dose activity change, negative = inhibition, hits mostly inhibitors; 390,000 tested, 0.093% active; AID 602179; note: potency is the fitted concentration of half-maximal effect; % is set by controls: 0 for no effect and ±100 for the full control effect; nearly all actives have a fitted effect of over 65% in size
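IDH1-R132H (0.5 ug/mL) preincubated 30 min with compound, then NADPH (0.016 mM) and alpha-KG (2 mM) added; 80 min at RT, pH 7.5. Remaining NADPH coupled via diaphorase/resazurin to fluorescence (540/590 nm); concentration-response curves normalized to no-enzyme control.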
* hit, by the source's call; ? = inconclusive; / = not tested or not shown; & = joins results of further samples; [ ] = dose if it differs, or a comment. Unless noted, calls come from the whole dose curve; as a rule, active = well fitted curve in the direction sought with a large enough effect; inconclusive = small, poorly fitted or top-dose-only effect, or another doubt; inactive = no such curve, though single readings can be large; an effect the other way counts as inactive or inconclusive. An excerpt. The share of hits here may be higher or lower than overall.

#	SMILES	LDHA block	PI4K2A block	Vif-A3G inh	USP1-UAF1 inh	Glioma ERSR ind	TrxR1 substrate	Vif-A3F inh	RXFP1 agonist	mIDH1 inhibitor
1	COc1ccc(N2C(=O)c3ccc(C(=O)OC(C)C)cc3C2=O)cc1	4	-16	6%	-24%	-3%	6%	-5%	1.8%	9%
2	COC(=O)C1=C(C)N(Cc2ccccc2)C(=NCCc2cccnc2)N[C@H]1c1ccccc1	-12	1	6%	?	-2%	4%[57.1 µM]	-4%	1.9%&1.2%	-4%
3	COCc1cc(=O)[nH]c(-c2ccc(C(F)(F)F)cc2)n1	-3	3	-2%	-13%	-11%	-6%[57.1 µM]	-22%	1.0%	-6%
4	NS(=O)(=O)c1ccc(CCNS(=O)(=O)c2cccc3nsnc23)cc1	-6	-4	1%	-5%	0%	-6%	?	-1.1%	12%
5	Cc1ccsc1/C=N/NC(=O)CNC(=O)c1ccco1	-1	12	2%	-1%	-2%	-7%	5%	0.8%	0%
6	O=C(CCc1ccc(S(=O)(=O)NC2CCCCC2)cc1)NCc1ccc(Cl)cc1	-12	2	1%	-8%	-5%	6%[57.1 µM]	-10%	-0.7%	-8%
7	Cc1c(C)[n+](=O)c(-c2ccco2)c(C)n1[O-]	-2	-3	0%	-7%	-3%	5%[57.1 µM]	-4%	0.4%	-1%
8	Cc1ccc(-n2nc3c(N4CCCC(C(=O)NCCc5ccccc5)C4)nnc(C)c3c2C)cc1 (configuration not stated)	-3	-7	-1%	-28%	-3%	12%	?	1.1%	-2%
9	COc1ccc(CN(CC(=O)NCc2ccc(F)cc2)C(=O)CCC(=O)Nc2ccccn2)cc1	-5	-2	-2%	-12%	-2%	10%	-29%	5.5%	5%
10	CCOC(=O)C1=NNC(C(=O)c2ccccc2)C1c1ccc(OC)cc1 (configuration not stated)	-4	9	-8%	-19%	1%	6%[57.1 µM]	-1%	/	8%
11	Cc1cc(C(=O)CSc2nc3ccc(Cl)cc3[nH]2)c(C)n1Cc1ccco1	-1	-13	-13%	-1%	0%	-10%	?	/	1%
12	Clc1ccc2nc(NCc3ccccc3)c3nncn3c2c1	-6	-1	/	2%	/	10%	/	11%	/
13	CC(=O)c1ccc(N2C(=O)N(Cc3cccc(C(F)(F)F)c3)c3ccccc3S2(=O)=O)cc1	-1	7	0%	-33%	3%	6%[57.1 µM]	-1%	1.9%	1%
14	COc1ccc(OC)c(NC(=O)c2ccccc2NS(=O)(=O)c2cccc3cccnc23)c1	1	-1	0%	1%	-2%	4%	-15%	2.1%	-1%
15	O=C(NCC(c1ccco1)N1CCCC1)c1cccc(NS(=O)(=O)c2ccc(Br)cc2)c1 (configuration not stated)	-5	2	1%	-9%	-4%	-9%	0%	-0.6%	3%
16	CC(=O)N(C)C[C@@H]1Oc2ncc(C#Cc3ccc(F)cc3)cc2C(=O)N([C@@H](C)CO)C[C@H]1C	-5	4	-4%	3%	-5%	/	-5%	/	3%
17	CC(C)Cc1ccc(C(=O)Nc2ccc(Cc3ccncc3)cc2)o1	1	-6	-2%	-24%	0%	-1%	-10%	-0.3%	-5%
18	COc1ccc(Nc2nc(Nc3ccc(OC)cc3OC)nc(N3CCOCC3)n2)c(OC)c1	-11	-4	3%	-39%	-4%	3%	-4%	0.1%	15%
19	Cc1cc(-c2nnc(CCC(=O)N3CCN(Cc4cccc(F)c4)CC3)o2)c(C)o1	3	-1	0%	-10%	2%	-4%	10%	-0.9%	-1%
20	CCc1ccc(-c2nnn(CCC#N)n2)cc1	-1	4	-10%	-32%	4%	12%	-8%	0.7%	16%
21	C=CCN1C(=O)C(Cc2ccc(F)cc2)S/C1=N/N=C/c1cccs1 (configuration not stated)	3	2	-7%	-16%	-3%	10%[57.1 µM]	2%	-0.4%	7%
22	COc1cccc(C2c3cc4c(cc3OC(N3CCOCC3)C2C)OCO4)c1O (configuration not stated)	-6	1	?	-19%	-4%	-3%	-3%	/	1%
23	O=C(c1cc2ccccc2oc1=O)N1CCCCCCC1	-5	-14	-1%	-8%	-2%	0%[57.1 µM]	5%	0.3%	19%
24	CC(C)C(C(=O)NCc1ccco1)N(C(=O)CNS(=O)(=O)c1ccccc1)C1CCCC1 (configuration not stated)	-1	-5	0%	?	-6%	-10%[57.1 µM]	0%	-0.2%	7%
25	O=c1nccc(N/N=C/c2cccc(O)c2)[nH]1	-7	?	-3%	-18%	2%	-10%	1%	0.5%	3%
26	COc1ccccc1S(=O)(=O)Cc1ccc(C(=O)NCc2ccccc2)o1	-1	4	0%	-21%	-4%	6%	3%	0.4%	-7%
27	COc1ccc(N(CC(=O)Nc2ccc(S(=O)(=O)N3CCOCC3)cc2)S(C)(=O)=O)cc1OC	-6	-5	0%	-20%	-3%	/	-1%	/	-6%
28	COC(=O)C1=C(C)NC(=O)NC1c1c(O)ccc2ccccc12 (configuration not stated)	9	1	-4%	-7%	-2%	2%	-6%	2.0%	-3%
29	CCN(CC(=O)Nc1c(F)cccc1F)C(=O)CNC(=O)C1CCCCC1	-3	6	-5%	8%	1%	-6%	-11%	-0.3%	0%
30	O=C(CCc1ccccc1)Nc1ccnn1C1CCN(Cc2ncc[nH]2)CC1	-3	-1	-1%	-15%	-3%	2%	0%	3.7%	-14%
31	O=C(CSc1ccccc1)NCC1(N2CCCCC2)CCCCC1	0	1	1%	-14%	0%	-6%[57.1 µM]	4%	0.9%	1%
32	COc1cc(C=NNC(=O)c2ccc(NS(=O)(=O)c3cccs3)cc2)cc(Br)c1O	-2	-2	-6%	-11%	0%	-2%[57.1 µM]	3%	/	-7%
33	Cc1cccc(NC(=O)CSc2nnc(CNC(=O)c3ccco3)n2C)c1C	-7	-3	0%	-3%	0%	-3%	-3%	-0.9%	8%
34	CCN(C(=O)COc1ccc(C)nc1[N+](=O)[O-])C1CCS(=O)(=O)C1 (configuration not stated)	-7	-3	-1%	-4%	-2%	10%[57.1 µM]	10%	1.8%	-2%
35	Cc1ccc2cc(/C=N/NC(=O)[C@@H]3CCCN3)c(Cl)nc2c1	-6	-1	3%	-4%	-2%	6%[57.1 µM]	-22%	2.5%	-7%
36	CN(Cc1ccccc1)S(=O)(=O)c1ccc(N2CCCC2=O)cc1	-8	-5	0%	-25%	-8%	2%	1%	-0.8%	-2%
37	CCOC(=O)C1(Cc2ccc(OC)cc2)CCN(C(=O)c2cc(C)nn2C)CC1	-7	3	3%	-7%	1%	0%	-8%	-2.4%	3%
38	CCOC(=O)c1c(C=O)c(C)n(Cc2ccc(Cl)cc2)c1C	-6	0	0%	-11%	-3%	-10%	0%	2.0%	1%
39	CCN(C[C@H]1N[C@@](Cc2ccccc2)(C(=O)OC)[C@H]2C(=O)N(Cc3ccccc3)C(=O)[C@@H]12)C(C)=O	-8	1	-38%	?	1%	-2%	-2%	/	-5%
40	O=C(Nc1ccc(Oc2cccnc2)cc1)c1ccccc1Cl	-6	-3	-11%	-12%	1%	-15%	-3%	-2.5%	17%
41	Cc1cc(OC(=O)c2ccccc2Br)c([N+](=O)[O-])c(=O)[nH]1	-10	-4	-8%	-24%	-1%	5%	0%	-1.8%	16%
42	CCC(C)c1ccccc1NC(=O)COc1ccc(-n2cnnn2)cc1 (configuration not stated)	-5	-3	-3%	4%	2%	-4%	-11%	-2.9%	-3%
43	CCn1cc(C(=O)N[C@@H](C)C(=O)NCCO)c(=O)c2cc3c(cc21)OCO3	0	-1	5%	-11%	-3%	11%	14%	0.0%	-10%
44	CCn1c(=O)c(C(=O)Nc2ccccc2C)c(O)c2ccccc21	-11	1	0%	-14%	3%	26%	4%	0.6%	-2%
45	CC(C)(C)OC(=O)N1CCCC1C(=O)NCCc1ccccc1 (configuration not stated)	-24	-10	-4%	-23%	-4%	-5%	/	-0.1%	2%
46	CSCC[C@H](NC(=O)NCc1cccs1)C(=O)O	-8	-1	2%	-9%	8%	-1%	3%	1.2%	-1%
47	Cc1cccc(C(=O)OCC(=O)N(C)CC(=O)Nc2ccc(Cl)c(C(F)(F)F)c2)c1	-1	5	0%	-23%	-6%	-6%	-17%	2.8%	14%
48	Cc1ccc(S(=O)(=O)N2CCN(CC(=O)N(CC(C)C)c3c(N)n(CC(C)C)c(=O)[nH]c3=O)CC2)c(C)c1	0	-4	-2%	-20%	-4%	-1%	-2%	0.3%	0%
49	C/C(N)=C(/C#N)C(=O)COC(=O)C(c1ccccc1)c1ccccc1	-3	1	-8%	-19%	-1%	-5%[57.1 µM]	1%	-1.2%	-1%
50	CCOC(=O)CC1CCCCN1Cc1nc(-c2ccc(F)c(OC)c2)oc1C (configuration not stated)	-7	-1	-9%	-17%	-4%	-3%	-2%	2.9%	0%
51	CCCOc1ccc(C(=O)NCC(C)(C)N2CCOCC2)cc1	-4	-12	0%	-18%	-4%	12%[57.1 µM]	-13%	1.7%	6%
52	CCc1ccc(NC(=O)CN2CCN(c3ccc(OC)cc3)CC2)cc1	-2	5	-8%	-26%	-2%	4%	-6%	/	-4%
53	COc1ccc(Cn2c(-c3ccc(OC)cc3)n[nH]c2=S)cc1	-3	1	-1%	-5%	-1%	3%	1%	0.0%	2%

Compound activity deposited in PubChem by National Center for Advancing Translational Sciences (NCATS).
